# Screening results from PubChem BioAssay.
# Vif-APOBEC3G blk – Vif-A3G binding inhibition; Q9HC16; Potency, µM (top dose mostly 46.1 µM), for the others: at the top dose activity, negative = active, actives largely listed as inhibitors; 410,000 compounds, 0.076% hits; HeLa A3G-eYFP + Vif (tagged APOBEC3G with the HIV-1 protein that degrades it), YFP fluorescence, overnight;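 note: % is set by controls: 0 for no effect and ±100 for the full control effect; nearly all actives have a fitted effect of over 60% in size; hits raise eYFP signal because A3G escapes Vif-driven loss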
# Target sequence (Q9HC16 whole entry, looked up): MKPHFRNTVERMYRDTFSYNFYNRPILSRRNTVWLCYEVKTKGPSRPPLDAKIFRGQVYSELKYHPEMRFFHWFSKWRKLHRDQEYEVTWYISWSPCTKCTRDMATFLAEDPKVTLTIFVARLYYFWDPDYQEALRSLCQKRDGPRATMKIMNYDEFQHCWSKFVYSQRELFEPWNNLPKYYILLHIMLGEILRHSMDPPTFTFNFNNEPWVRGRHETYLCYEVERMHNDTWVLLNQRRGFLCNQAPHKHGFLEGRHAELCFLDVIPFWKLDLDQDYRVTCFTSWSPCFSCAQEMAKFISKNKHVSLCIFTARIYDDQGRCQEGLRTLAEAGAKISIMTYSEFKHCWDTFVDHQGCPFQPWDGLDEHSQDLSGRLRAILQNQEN
#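 Read-out is eYFP fluorescence (Ex 488/Em 500-530) from Vif-expressing HeLa A3G-eYFP cells; more signal means A3G escaped Vif-mediated degradation. Cells plated overnight, compound pinned in, incubated overnight at 37 deg C.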
# RXFP1 ag – agonists of human relaxin receptor RXFP1; Q9HBX9; HEK293T-RXFP1 cAMP TR-FRET, 30 min; response scale: percent of porcine relaxin response, buffer zero; Potency, µM (titrated, usually from 57.5 µM), without a hit: at the highest dose activation, most hits filed as activators; 370,000 compounds, 0.3% hits; note: % is set by controls: 0 for no effect and ±100 for the full control effect; nearly all actives have a fitted effect of over 60% in size; many of its hits are not listed in these tables
#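 HEK293 cells stably expressing RXFP1, treated 30 min at 37C with compounds plus PDE4 inhibitor Ro 20174; cAMP measured by HTRF TR-FRET. Normalized to buffer and 29 nM porcine relaxin; EC50 by Hill fit.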
# ALOX12 inh – blocks human arachidonate 12S-lipoxygenase. P18054. purified 12hLO, xylenol orange hydroperoxide absorbance. Potency, µM (doses to about 108 µM), for inactives: top-dose activity change, negative = inhibition, actives largely listed as inhibitors. 580,000 compounds, 1.1% hits; note: % is set by controls: 0 for no effect and ±100 for the full control effect
# Target sequence (P18054 whole entry, looked up): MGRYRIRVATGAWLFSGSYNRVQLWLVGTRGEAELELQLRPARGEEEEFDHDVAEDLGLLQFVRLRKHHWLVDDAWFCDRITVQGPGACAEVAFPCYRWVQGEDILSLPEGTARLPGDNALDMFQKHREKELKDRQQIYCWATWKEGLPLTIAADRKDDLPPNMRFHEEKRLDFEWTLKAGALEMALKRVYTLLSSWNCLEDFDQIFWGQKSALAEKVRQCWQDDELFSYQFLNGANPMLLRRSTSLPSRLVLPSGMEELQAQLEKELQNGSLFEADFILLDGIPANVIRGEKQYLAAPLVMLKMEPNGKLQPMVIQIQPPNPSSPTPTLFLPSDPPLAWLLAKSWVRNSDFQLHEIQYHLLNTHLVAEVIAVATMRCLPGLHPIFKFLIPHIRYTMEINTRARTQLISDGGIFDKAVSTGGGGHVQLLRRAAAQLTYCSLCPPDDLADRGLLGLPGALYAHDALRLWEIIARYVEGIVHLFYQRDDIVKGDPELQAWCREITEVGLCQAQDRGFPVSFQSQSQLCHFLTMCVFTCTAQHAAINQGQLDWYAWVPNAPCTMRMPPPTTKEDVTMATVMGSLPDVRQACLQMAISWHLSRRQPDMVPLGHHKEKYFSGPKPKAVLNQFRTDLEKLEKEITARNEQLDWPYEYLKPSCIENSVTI
#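 Hydroperoxide product was detected by ferrous iron/xylenol orange as the 573 to 405 nm absorbance ratio. Arachidonic acid at 40 uM (final) was turned over for 30 min at room temperature by 150 nM human 12hLO, pH 7.0 Hepes buffer, after 15 min compound preincubation.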
# rTrxR1 inhibitor – inhibitors of rat thioredoxin reductase 1 | O89049 | recombinant rTrxR1, NADPH fluorescence consumption, selenite substrate | Potency, µM (top dose mostly 114 µM), for the others: top-dose activity change, negative = inhibition, usual class: inhibitors | 390,000 compounds, 1% hits | AID 588453; note: % is set by controls: 0 for no effect and ±100 for the full control effect; nearly all actives have a fitted effect of over 65% in size
#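 Rat TrxR1 (90 nM in the dispensed reagent) was pre-reduced with 400 uM NADPH for 5 min at room temperature, then incubated with compound for 15 min. After 400 uM selenite was added, NADPH fluorescence (Ex 340/Em 450 nm) was followed for 8 min.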
# Vif-A3F inh – Vif-A3F binding inhibition; Potency, µM (highest dose often 46.1 µM), for the others: at the highest dose activity, negative = active; HeLa A3F-eYFP + Vif (tagged APOBEC3F with the HIV-1 protein that degrades it), YFP fluorescence increase; 390,000 compounds, 0.2% hits; note: % of control where 0% means no effect; nearly all actives have a fitted effect of over 65% in size
#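 HeLa cells stably expressing Vif plus C-terminally eYFP-tagged A3F were seeded, incubated overnight at 37 deg C, dosed with compound, incubated overnight again at 37 deg C. Yellow fluorescence (Ex 488/Em 500-530) reported blocked Vif-mediated A3F-eYFP degradation.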
# mIDH1 inhibitor – human IDH1 R132H inhibition; IDH1-R132H enzyme, NADPH consumption, diaphorase/resazurin fluorescence; Potency, µM (series often up to 76.6 µM), inactives show at the top dose activity change, negative = inhibition, actives largely listed as inhibitors; 390,000 compounds, 0.093% hits; AID 602179; note: % is set by controls: 0 for no effect and ±100 for the full control effect; nearly all actives have a fitted effect of over 65% in size
#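 IDH1-R132H (0.5 ug/mL dispensed) in pH 7.5 Tris buffer was preincubated 30 min with compound, then given a substrate mix of 0.016 mM NADPH and 2 mM alpha-KG for 80 min at room temperature; remaining NADPH was read by diaphorase/resazurin fluorescence.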
# TrxR1 substrate – substrates of rat thioredoxin reductase 1; AID 588456; O89049; Potency, µM (series often up to 114 µM), for the others: at the highest dose activity change, negative = substrate turnover; purified TrxR1 substrate turnover, NADPH consumption readout; 390,000 compounds, 0.01% hits; note: % is set by controls: 0 for no effect and ±100 for the full control effect; nearly all actives have a fitted effect of over 50% in size
#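 Rat TrxR1, dispensed at 90 nM, was prereduced with 400 uM NADPH (final) for 5 min at ~22 deg C, then incubated with compound 15 min before 400 uM selenite. A first-read NADPH fluorescence drop versus no-compound background flagged substrates.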
# USP1-UAF1 inh – inhibitors of human USP1/UAF1 deubiquitinase; AID 743255; Potency, µM (highest dose often 57.1 µM), without a hit: at the top dose activity change, negative = inhibition, actives largely listed as inhibitors; 390,000 compounds, 0.23% hits; O94782; recombinant USP1/UAF1, Ub-Rhodamine cleavage fluorescence; note: % is set by controls: 0 for no effect and ±100 for the full control effect; nearly all actives have a fitted effect of over 60% in size; inactives centre near -12
#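 1 nM enzyme complex + cpd, 15 min RT; start with Ub-Rho 150nM final; kinetic fluorescence ex 480/em 540, 6 reads q60 s. Buffer 50mM HEPES pH 7.8, 0.5mM EDTA, 0.1 mg/ml BSA, 1mM TCEP, 0.01% Tween-20.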
# RGS4 inhibitor – inhibitors of human regulator of G protein signaling 4. Transcreener GDP fluorescence polarization, RGS4-accelerated GTP hydrolysis. Potency, µM (top dose mostly 114 µM), for inactives: at the top dose activity change, negative = inhibition, actives largely listed as inhibitors. P49798. AID 504845. 390,000 compounds, 0.039% hits; note: % is set by controls: 0 for no effect and ±100 for the full control effect; nearly all actives have a fitted effect of over 75% in size; some results filed as inactive show a strong effect at the top dose
#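 MLSMR compounds (23 nl, pin-transferred) preincubated 10 min at room temperature with a 500nM (2x) first reagent, then RGS4 at 900nM (2x) plus Transcreener GDP mix added; fluorescence polarization (620/688 nm) read before and after 90 min at 30 °C.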
# * marks the source's active call; other numbers are inactive results; ? = inconclusive; . = no result given; & = joins results of further samples; [ ] = another dose, or the depositor's remark. Calls come from the whole dose curve; as a rule, active = well fitted curve in the direction sought with a large enough effect; inconclusive = small, poorly fitted or top-dose-only effect, or another doubt; inactive = no such curve, though single readings can be large; an effect the other way counts as inactive or inconclusive. Potency is the fitted concentration of half-maximal effect.
SMILES,Vif-APOBEC3G blk,RXFP1 ag,ALOX12 inh,rTrxR1 inhibitor,Vif-A3F inh,mIDH1 inhibitor,TrxR1 substrate,USP1-UAF1 inh,RGS4 inhibitor
COc1ccc(N2CCN(C(=O)COc3ncnc4ccccc34)CC2)cc1,3%,1.6%,66%[activator],-2%,-2%,-7%,-7%,-21%,-38%
Nc1nn2c(C(F)(F)F)cc(=O)[nH]c2c1N=Nc1cccc(F)c1,-2%,-3.0%,.,3%,7%,-2%,-8%,-16%,2%
COc1cccc(-c2nc(SCC(=O)NCC3CCCO3)c(-c3ccc(C)cc3)[nH]2)c1 (stereo not given),-6%,3.0%,-11%,27%,10%,-4%,22%,-18%,0%
Cn1c(CNc2ccc(O)cc2)nc2ccccc21,-13%,-1.8%,-26%,11%,2%,-3%,-1%,-4%,13%
O=C(CCSc1ccccc1)N1CCN(c2ccccc2)CC1,3%,-1.4%,-14%,9%[57.1 µM],-6%,0%,-2%[57.1 µM],-14%,-22%
COc1cccc(OC)c1C(=O)NC(=S)NCc1cccnc1,1%,-0.1%,272%[activator],6%,-8%,-3%,-5%,-5%,20%
Cc1ccc(C2NC(=NCc3ccccc3)Nc3nc(C)cc(=O)n32)cc1 (stereo not given),-6%,-4.1%,146%[activator],36%[activator][57.1 µM],2%,8%,14%[57.1 µM],-18%,13%
Clc1cccc(-c2nc(-c3ccccn3)no2)c1,4%,1.3%,1%,12%,-2%,1%,-1%,-1%,-29%[11.4 µM]
COc1cccc(Oc2cn[nH]c2-c2ccc(OCC(=O)NN)cc2O)c1,0%,-1.8%,-26%,2%,5%,13%,-8%,-8%,-15%
CC1CCCCN1c1ncnc2ccccc12 (stereo not given),0%,2.4%,-1%,8%,-8%,8%,4%,?,13%
CC(=O)N1CCCc2cc(S(=O)(=O)N3CCC(C(=O)N(C)C4CCCCC4)CC3)ccc21,0%,-0.3%,-19%,26%[57.1 µM],4%,0%,4%[57.1 µM],-22%,-14%
O=c1c2oc3ccccc3c2n(Cc2ccc(Cl)cc2)c(=O)n1Cc1ccccc1,3%,2.8%,-20%,10%,-1%,0%,0%,-8%,-14%
CCOc1ccc2[nH]c(=O)c(CN(CCc3ccccc3)C(=O)c3cnccn3)cc2c1,-8%,4.5%,0%,-13%,4%,0%,-7%,-10%,11%
COc1ccc(NC(=O)C(=O)NCC(c2ccco2)N2CCc3ccccc3C2)cc1 (stereo not given),3%,0.2%,5%,-1%,-5%,3%,-4%,-14%,1%
Cc1ccc(C(=O)O)cc1S(=O)(=O)N1CCCC1,1%,0.9%,-1%,16%,1%,2%,7%,-12%,1%[56.9 µM]
COc1ccc(NC(=O)c2ccc(-n3cncn3)c([N+](=O)[O-])c2)cc1OC,1%,-0.1%,-12%,10%,-1%,-3%,-2%,-6%,-11%
CN1CCN(C(=O)CN(C)S(=O)(=O)c2ccc(F)cc2)CC1,0%,-0.1%,-10%,13%,-13%,7%,6%,-16%,-13%
COc1ccc(C2=NO[C@@H]3C(=O)N(Cc4ccccc4)C(=O)[C@H]23)c(OC)c1,-1%,1.5%,493%[activator],2%,4%,3%,-6%,-11%,-13%
O=C(O)CN1C(=O)C(=O)N(Cc2c(F)cccc2Cl)C1=O,1%,6.3%,?,28%,6%,-1%,3%,-6%,23%
CC(C)Oc1ccc(/C(O)=C2/C(=O)C(=O)N(CCN3CCNCC3)C2c2cccc([N+](=O)[O-])c2)cc1 (stereo not given),1%,1.3%,9%,-55%,8%,5%,-8%[57.1 µM],-28%,-31%
CCCCNCCCOc1cccc(Cl)c1,1%,0.3%,-32%,0%,-12%,7%,5%,-3%,-2%
COc1ccc(-c2c(C)n([O-])c3c([n+]2=O)CCCC3)c(OC)c1,2%,-3.5%,18%,20%[57.1 µM],0%,3%,6%[57.1 µM],-5%,1%
CCN(CC)CC(O)Cn1c(-c2ccccc2Cl)nc2ccccc21 (stereo not given),2%,-0.4%,1%,6%,-1%,12%,5%,-7%,6%
Nc1nnc2c(n1)CCCC2,-1%,-0.1%,-22%,?,0%,4%,7%,16µM*,-40%
CCS(=O)(=O)N1CCc2cc(OC)c(OC)cc2C1,2%,-4.4%,14%,9%[57.1 µM],-16%,-6%,8%[57.1 µM],-17%,16%

# Arranged by count of non-hydrogen atoms (high to low): part of the list above.
SMILES,Vif-APOBEC3G blk,RXFP1 ag,ALOX12 inh,rTrxR1 inhibitor,Vif-A3F inh,mIDH1 inhibitor,TrxR1 substrate,USP1-UAF1 inh,RGS4 inhibitor
Nc1nn2c(C(F)(F)F)cc(=O)[nH]c2c1N=Nc1cccc(F)c1,-2%,-3.0%,.,3%,7%,-2%,-8%,-16%,2%
CN1CCN(C(=O)CN(C)S(=O)(=O)c2ccc(F)cc2)CC1,0%,-0.1%,-10%,13%,-13%,7%,6%,-16%,-13%
Nc1nnc2c(n1)CCCC2,-1%,-0.1%,-22%,?,0%,4%,7%,16µM*,-40%

# Next records:
SMILES,Vif-APOBEC3G blk,RXFP1 ag,ALOX12 inh,rTrxR1 inhibitor,Vif-A3F inh,mIDH1 inhibitor,TrxR1 substrate,USP1-UAF1 inh,RGS4 inhibitor
CCN(CCCNC(=O)c1ccc(Sc2ccc(Cl)cc2)c(NC(C)=O)c1)c1ccccc1,4%,6.9%,?,-19%[57.1 µM],0%,10%,-10%[57.1 µM],-29%,-17%
Cc1ccc(OCCn2c(=O)cnc3ccccc32)cc1,?,3.9%,1%,-10%,-10%,1%,0%,-11%,-8%
CC(OC(=O)CN1C(=O)COc2ccccc21)C(=O)NCc1ccc(F)cc1 (stereo not given),3%,0.2%,-12%,16%,-6%,0%,1%,-16%,-10%
Cc1cc(C)c(NC(=S)NC(=O)c2c(Cl)c(C)nn2C)c([N+](=O)[O-])c1,-1%,1.0%,10%,?,?,3%,-5%,-16%,-16%
COC(=O)N/N=C(\C)c1cccc(C(F)(F)F)c1,1%,-0.3%,-20%,5%[57.1 µM],3%,9%,5%[57.1 µM],-13%,-6%
O=C1N(Cc2cccnc2)C[C@@H]2C[C@@H](c3cccc(OCc4ccccc4)c3)N3CCC[C@@]123,1%,-1.7%,-6%,23%[57.1 µM],0%,10%,-14%[57.1 µM],-4%,-56%
O=c1c2[nH]c3cccc(Cl)c3c2ncn1Cc1ccncc1,1%,-0.2%,0%,15%[57.1 µM],-3%,-6%,13%[57.1 µM],-24%,9%[11.4 µM]
CC(C)(C)S(=O)(=O)N1Cc2cc(CO)cc(CCO)c2[C@@H]1CCO,-2%,.,-6%,6%,1%,-6%,2%,-24%,-2%
Cc1ccc(S(=O)(=O)/N=C(\N)Nc2nc(C)c3cc(C)ccc3n2)cc1,1%,2.7%,41%&-24%[activator],30%,-12%,2%,31%[activator],-7%,11%
CC[n+]1ccc(C)c2cc(S(=O)C(F)(F)F)ccc21 (stereo not given),1%,-1.5%,.,-18%[57.1 µM],0%,6%,17%[57.1 µM],-10%,3%
COc1cccc(NC(=O)CSc2nnc(-c3cc(C)n(-c4ccccc4)c3C)o2)c1,1%,0.3%,.,14%,2%,0%,1%,-10%,41%
CCCN1CCc2nc(N3CCN(C)CC3)ncc2C1,4%,7.3%,-4%,-3%[57.1 µM],-7%,18%,-3%[57.1 µM],1%,21%
COCCNc1nc(NCc2cccc(Cl)c2)c2cnn(C)c2n1,.,0.2%,?,9%[57.1 µM],.,.,4%[57.1 µM],-12%,-15%
CCN(CC)N=Nc1ccc(S(=O)(=O)Nc2nc(C)cc(C)n2)cc1,-8%&1%,-1.0%&-2.1%,-11%&0%,-5%&18%,-14%&-5%,12%&1%,-9%&-3%,-21%&-8%,-15%[56.9 µM]
CCOCCCNC(=O)C(NC(=O)c1ccc(NC(C)=O)cc1)c1ccc(OC)cc1 (stereo not given),0%,-0.5%,-10%,-4%,0%,-2%,-13%,-3%,-16%

# 4 of the compounds above, with values under each structure:
# Fields: Vif-APOBEC3G blk	RXFP1 ag	ALOX12 inh	rTrxR1 inhibitor	Vif-A3F inh	mIDH1 inhibitor	TrxR1 substrate	USP1-UAF1 inh	RGS4 inhibitor
COc1cccc(NC(=O)CSc2nnc(-c3cc(C)n(-c4ccccc4)c3C)o2)c1
 : 1%	0.3%	.	14%	2%	0%	1%	-10%	41%
CCCN1CCc2nc(N3CCN(C)CC3)ncc2C1
 : 4%	7.3%	-4%	-3%[57.1 µM]	-7%	18%	-3%[57.1 µM]	1%	21%
COCCNc1nc(NCc2cccc(Cl)c2)c2cnn(C)c2n1
 : .	0.2%	?	9%[57.1 µM]	.	.	4%[57.1 µM]	-12%	-15%
CCN(CC)N=Nc1ccc(S(=O)(=O)Nc2nc(C)cc(C)n2)cc1
 : -8%&1%	-1.0%&-2.1%	-11%&0%	-5%&18%	-14%&-5%	12%&1%	-9%&-3%	-21%&-8%	-15%[56.9 µM]

# Some of the compounds tested; count on the stated rates, not on these rows.
